CFTR F508del cor: correctors of CFTR F508del function in bronchial epithelial cells | activity (quench increase), % at 7.58 µM | CFBE cells, YFP halide quenching; stimulated with forskolin plus potentiator P3; % fluorescence drop versus neutral controls | actives 0.36% (n = 350,000);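 active = mean added fluorescence quench of at least 8% versus neutral control, with both replicates also reaching 8%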;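 also: cells transiently co-express mutant CFTR-F508del with the halide-sensitive YFP; corrector assay measuring rescue of mutant channel to the surface after 24 h compound exposure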
GSIS activator: GLuc luminescence reporter in INS-1E cells, primary screen for activators of glucose-dependent secretion of insulin; INS-1E GLuc reporter insulin secretion, 2-3 h; activation, % at 16.6 µM; actives 0.61% (n = 370,000);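 active = lowest replicate activation of at least 40%, so every replicate reaches that level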;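 also: 0% = median of neutral control wells and 100% = median of IBMX positive control wells; some compounds called inactive have numbers as strong as hits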
Starred values were filed as active, the others as inactive. A portion of the library; rates above refer to the full screens.

SMILES	CFTR F508del cor	GSIS activator
Cc1cc2nc3c(=O)[nH]c(=O)nc-3n(C[C@H](O)[C@H](O)[C@H](O)CO)c2cc1C	4.9	3.8
O=C(CN(Cc1ccccc1)C1=NCCS1)c1ccc(Cl)cc1	0.6	-7.9
COC(=O)c1c(NC(=O)c2ccco2)sc(C(=O)Nc2ccc(F)cc2)c1C	0.5	7.8
Cn1c(Cc2ccc3c(c2)OCO3)nnc1SCC(=O)NC(C)(C)C	-3.3	21.0
COc1ccccc1NC(=O)N[C@@H]1CC[C@H](CCNS(=O)(=O)c2ccc(C)cc2)O[C@@H]1CO	-3.7	1.1
COc1ccc2c3c(n(C)c2c1)[C@@H](CO)N(C(=O)C1CCCC1)CC31CN(C)C1	-0.3	4.7
O=C(CSc1nnc(-c2cccs2)o1)NCc1ccco1	-2.1	0.6
CN(c1ccccc1)S(=O)(=O)c1cccc(NC(=O)CN2CCc3ccccc3C2)c1	-0.8	4.5
Cc1ccc(Cn2cc(CN3CC(N4CCCCC4)CS3(=O)=O)nn2)cc1 (centres undefined)	-1.5	7.3
CCCCCCCCN1C(=O)[C@H](CC(=O)N2CCN(C(=O)c3ccco3)CC2)C[C@@]2(C(=O)OCC)CCCC=C12	2.4	-9.5
COc1ccc2c3c(n(C)c2c1)[C@@H](CO)N(C(=O)CN(C)C)CC31CCN(C(=O)C2CCC2)CC1	3.5	10.6
CCNC(=O)NC(=O)COC(=O)CCCc1nc2ccccc2s1	0.4	2.1
COc1ccc(NC(C)=O)cc1S(=O)(=O)Nc1ccccc1C(=O)N1CCCC1	-0.4	7.2
COc1ccc2c3c([nH]c2c1)[C@H](CO)N(Cc1nccs1)CC31CCN(C(=O)C2CC2)CC1	1.7	-10.1
Cc1cccc(-n2ncc3c2CCCC3NC(=O)c2cccs2)c1C (centres undefined)	-0.3	-21.1
COC(=O)c1cccc2c(C(=O)O)cc(-c3ccccc3)nc12	-4.8	14.3
CN(CC(O)Cn1cnc2c1c(=O)n(C)c(=O)n2C)c1ccccc1 (centres undefined)	0.3	5.1
Cc1cccc(C(=O)N2CCC(=O)N([C@H](COCc3ccc(Cl)cc3)Cc3ccccc3)CC2)c1	5.2	-31.7
CCc1ccccc1NC(=O)Cn1nc(C(F)(F)F)cc1C1CC1	-1.3	3.8
COC(=O)CC1C(=O)NCCN1C(=O)CSc1nc2ccccc2o1 (centres undefined)	1.0	3.8
CCOC(=O)[C@]12CCCC=C1N(Cc1ccco1)C(=O)[C@H](CC(=O)NCC13CC4CC(CC(C4)C1)C3)C2	-0.9	-30.5
O=C(O)/C=C\C(=O)Nc1ccc(OC(F)F)cc1	-0.5	4.8
N#Cc1cnn2c(C(F)(F)F)c3c(nc12)CCCC3	-5.3	1.3
CCN(CC(=O)Nc1ccccc1C(F)(F)F)C(=O)CSCc1c(C)noc1C	-8.1	-5.7
Cc1cnc(C(=O)NCc2ccc(Cl)cc2Cl)cn1	0.3	11.0

Sorted by count of non-hydrogen atoms (falling): some entries from above.
SMILES	CFTR F508del cor	GSIS activator
COc1ccc(NC(C)=O)cc1S(=O)(=O)Nc1ccccc1C(=O)N1CCCC1	-0.4	7.2
Cc1cc2nc3c(=O)[nH]c(=O)nc-3n(C[C@H](O)[C@H](O)[C@H](O)CO)c2cc1C	4.9	3.8
Cc1cccc(-n2ncc3c2CCCC3NC(=O)c2cccs2)c1C (centres undefined)	-0.3	-21.1
CCNC(=O)NC(=O)COC(=O)CCCc1nc2ccccc2s1	0.4	2.1

Other records follow:
SMILES	CFTR F508del cor	GSIS activator
CCCNC(=O)N1CC2(CN(C(=O)C3CCCCC3)C2)c2c([nH]c3cc(OC)ccc23)[C@@H]1CO	-1.3	13.6
COc1ccc2c3c(n(C)c2c1)[C@H](CO)N(C(=O)Cc1ccccn1)CC31CN(CC2CC2)C1	0.9	10.4
CN(C)S(=O)(=O)N1CCCC(C(=O)c2ccc(C(F)(F)F)cc2)C1 (centres undefined)	-2.7	-0.5
Cc1ccc(CN(Cc2ccco2)C(=S)NCC(=O)NC2CC2)cc1	1.9	-14.2
COc1ccc(OC)c(N(CCN2C(=O)c3ccccc3C2=O)C(=O)C2CCC(=O)C2C)c1 (centres undefined)	4.3	36.8
CC(=O)Nc1ccc(C=CC=Cc2cccc([N+](=O)[O-])c2)cc1	-3.2	-20.9
COc1ccccc1CNC(=O)COC(=O)c1cnc(C)cn1	3.5	-5.8
CCNC(=S)NN=C1c2ccccc2-c2ccccc21	-0.3	7.1
CCCNC(=O)N1CC2(CCN(C(=O)CC3CC3)CC2)c2c(n(C)c3cc(OC)ccc23)[C@H]1CO	0.4	-5.9
COc1cc2ccccc2cc1C(=O)NCC(c1cccs1)N(C)C (centres undefined)	1.3	6.5
Cn1cnnc1SCCOc1ccc(Cl)cc1	-0.5	0.8
COC(=O)[C@]12CCCCC=C1N(Cc1ccccc1)C(=O)[C@H](CC(=O)NCC13CC4CC(CC(C4)C1)C3)C2	-0.7	-8.4
COc1cc(NC(=O)COc2ccc(F)cc2)nc(OC)n1	-0.2	-5.3
CCCNC[C@@H]1[C@@H](c2ccc(C3=CCCC3)cc2)[C@@H](CO)N1C(=O)C1CCCC1	-0.3	-6.3
COCCCNC(=O)c1cc(Cc2ccccc2)sc1N	-1.4	3.8
CCCN(C)C1CN(Cc2cn(Cc3ccc(F)cc3)nn2)S(=O)(=O)C1 (centres undefined)	3.0	6.4
CCOC(=O)C1=C(Cc2ccc(C)cc2)C(=O)c2ccccc2C1=O	-4.3	-20.7
CCN(CC)C(=O)C1CCCN(C(=O)c2ccc3nc(-c4cccc(OC)c4)oc3c2)C1 (centres undefined)	-0.7	-17.8
COc1cccc(C(=O)C2CCCN(Cc3cccn3-c3cccnc3)C2)c1 (centres undefined)	2.7	7.1
COC(=O)[C@]12CCCCC=C1N(Cc1ccccc1)C(=O)[C@H](CC(=O)NCCc1ccccc1OC)C2	0.9	-31.4
COc1ccc2c3c(n(C)c2c1)[C@@H](CO)N(C(=O)NC(C)C)CC31CN(C(=O)NC(C)C)C1	0.8	7.5
Cc1ccc(N/N=C2\COC(C)(C)CC2=O)cc1	3.6	0.3
COc1ccc(N2CCN(Cc3nc4scc(-c5cccs5)c4c(=O)[nH]3)CC2)cc1	0.2	1.1
COc1ccc(N(CC(=O)NC2CC3CCC2C3)S(=O)(=O)c2ccc(C)cc2)cc1Cl (centres undefined)	-0.8	-10.0
CCCNC(=O)N1CC2(CN(C(=O)C3CCCC3)C2)c2c([nH]c3cc(OC)ccc23)[C@H]1CO	-0.8	-8.3
Next compounds follow:
SMILES	CFTR F508del cor	GSIS activator
Cc1cccc(C)c1NC(=S)N(CCCN1CCN(C)CC1)Cc1cccs1	-2.9	-6.5
C=CCn1c(=N)n(CC(=O)c2cccc([N+](=O)[O-])c2)c2ccccc21	-2.0	3.4
CC(=O)NC(Cc1cccc(F)c1)C(=O)NC1CCN(c2nnnn2-c2ccccc2)CC1 (centres undefined)	0.3	6.6
CCCC(=O)N1CC2(CN(C(=O)Nc3cccc(F)c3)C2)c2c(n(C)c3cc(OC)ccc23)[C@@H]1CO	-2.7	-29.3
COc1ccc2c3c([nH]c2c1)[C@@H](CO)N(Cc1nccs1)CC31CCN(C(=O)C2CCC2)CC1	-1.1	-1.5
Cc1ccc2nc(-c3ccc(NC(=O)CNC4CC4)cc3)sc2c1	2.5	4.0
COc1ccccc1NC(=S)N(CCN1CCCCCC1)Cc1cccs1	2.1	1.1
COc1ccc2c3c([nH]c2c1)[C@@H](CO)N(Cc1ccccc1F)CC31CCN(C(=O)C2CCCC2)CC1	0.8	3.2
CCC(C)(C)NC(=O)C(c1ccccn1)N(C(=O)c1csnn1)c1ccc(C)c(C)c1 (centres undefined)	3.9	-9.6
COc1ccc2c3c(n(C)c2c1)[C@H](CO)N(C(=O)CC1CC1)CC31CCN(C(=O)C2CCCC2)CC1	-0.4	-12.4
COc1ccc(CCNC(=O)c2cc(=O)n(C)c(=O)n2C)cc1OC	-0.4	1.4
COC(=O)C1=NNC(C(=O)c2ccco2)C1c1ccccc1 (centres undefined)	1.9	13.7
COc1ccc(N(CC(=O)NCCSCc2ccco2)S(=O)(=O)c2ccc(C)cc2)cc1	-4.4	-33.4
CCOC(=O)CSc1nnc(CNc2ccc(Cl)cc2)n1-c1ccccc1	-0.4	3.6
COc1ccc(/C=C/CN2CCCC(C(=O)c3cc(F)ccc3F)C2)cc1 (centres undefined)	0.2	-4.9
CC(C)N(C(=O)C[n+]1ccc(/C=N/O)cc1)C(C)C	0.1	8.6
CC(=O)N(C)C[C@@H]1[C@H](c2ccc(-c3ccccc3F)cc2)[C@H](CO)N1C(C)=O	-1.0	4.3
COC(=O)COc1ccc(Oc2cc(C)nc(SC)n2)nn1	-1.7	22.0
COc1cc(/C=N/NC(N)=O)ccc1OCC(=O)Nc1cc(C)c(C)cc1Br	0.4	2.4
Cc1ccc(NC(=O)COC(=O)c2ccco2)cc1	2.1	7.1
COc1ccc2c3c([nH]c2c1)[C@H](CO)N(C(=O)CN(C)C)CC31CCN(CC2CC2)CC1	-0.6	15.2
CC(Oc1cccc(Cl)c1)C(=O)N(C)CC(=O)Nc1ccc(N2CCOCC2)cc1 (centres undefined)	2.6	-4.3
Cc1cc(=O)n2[nH]c(-c3sccc3-n3c(C)ccc3C)cc2n1	0.4	-3.8
Cc1cnc(NC(=O)C(C)N2CCN(C)CC2)s1 (centres undefined)	-0.5	3.4
COc1ccccc1NC(=O)N[C@@H]1CC[C@@H](CCNS(=O)(=O)c2ccc(C)cc2)O[C@@H]1CO	-1.2	-0.9

Arranged by value in CFTR F508del cor (ascending): three of the compounds above
SMILES	CFTR F508del cor	GSIS activator
CCOC(=O)C1=C(Cc2ccc(C)cc2)C(=O)c2ccccc2C1=O	-4.3	-20.7
Cc1ccc(Cn2cc(CN3CC(N4CCCCC4)CS3(=O)=O)nn2)cc1 (centres undefined)	-1.5	7.3
Cc1cc(=O)n2[nH]c(-c3sccc3-n3c(C)ccc3C)cc2n1	0.4	-3.8

In the list so far, 2 contain a COOH group:
SMILES	CFTR F508del cor	GSIS activator
COC(=O)c1cccc2c(C(=O)O)cc(-c3ccccc3)nc12	-4.8	14.3
O=C(O)/C=C\C(=O)Nc1ccc(OC(F)F)cc1	-0.5	4.8

Remaining list, next part:
SMILES	CFTR F508del cor	GSIS activator
CCOC(=O)c1c(C)[nH]c(C(=O)CN2C(=O)C(=O)N(CC(C)C)C2=O)c1C	0.3	13.7
CCCC(=O)N1CC2(CN(C(=O)CC3CC3)C2)c2c(n(C)c3cc(OC)ccc23)[C@@H]1CO	0.9	13.8
COc1ccc(CN2CC3(CCN(C(=O)Cc4ccccc4)CC3)c3c([nH]c4cc(OC)ccc34)[C@H]2CO)cc1	-2.7	-39.7
O=C(Nc1ccccc1)C(CCCCN1C(=O)c2ccccc2C1=O)N1C(=O)c2ccccc2C1=O (centres undefined)	-4.8	-20.3
COc1ccc2c3c([nH]c2c1)[C@H](CO)N(Cc1nccs1)CC31CN(C(=O)C2CC2)C1	-0.9	8.0
COc1ccc(NC(=O)N2CC3(C2)CN(C(=O)CN2CCOCC2)[C@@H](CO)c2[nH]c4cc(OC)ccc4c23)cc1	-1.0	-5.4
O=C(Nc1ccc2c(c1)OCCO2)C1c2ccccc2OCC(=O)N1C1CC1 (centres undefined)	-1.0	-2.9
NNC(=O)c1ccc(-c2cccc([N+](=O)[O-])c2)o1	-2.2	5.1
COc1ccccc1CNC(=O)C1CCN(S(=O)(=O)N2CC(C)CC(C)C2)CC1 (centres undefined)	1.2	-15.3
COc1ccc(CCNC(=O)C(=O)NCc2cccs2)cc1OC	6.7	33.4
Cc1cc(C)n2nc(N)c(N=Nc3cccc(Cl)c3)c2n1	0.5	9.2
COc1ccc2c3c(n(C)c2c1)[C@H](CO)N(CC1CCOCC1)CC31CCN(Cc2nccs2)CC1	0.9	1.1
Nc1sccc1C(=O)NC1CC1	-0.6	3.4
CC(C)CCN1CCN(Cc2ccc(C#CC(C)(C)O)s2)CC1CCO (centres undefined)	-0.8	19.7
CC(OC(=O)c1ccc(Cl)nc1)C(=O)NC1(C#N)CCCCC1 (centres undefined)	0.2	18.7
COCCOC(=O)C1=C(C)NC2=C(C(=O)CCC2)C1c1ccc2c(c1)OCO2 (centres undefined)	0.1	-2.3
CCCCCC(O)CCC(=O)NNC1=CC(=O)CC(C)(C)C1 (centres undefined)	0.9	2.5
Cc1ccc(NC(=O)COC(=O)C2CSC3(C)CCC(=O)N23)cc1S(=O)(=O)N1CCOCC1 (centres undefined)	-2.9	-5.9
COc1ccc(C(=O)OCC[N+]2(C)CCCCC2)cc1	2.7	15.5
Cc1cc(NC(=O)CSc2nccn2C)no1	-2.4	22.9
Cc1nn(C(C)C)c(C)c1CN1CCN(Cc2ccsc2)C(CCO)C1 (centres undefined)	7.4	5.2
CCN(CC)P(=O)(Nc1cccc(C(F)(F)F)c1)c1ccc(N(C)C)cc1NC(=O)c1ccco1 (centres undefined)	-0.4	7.1
O=C(C[C@H]1C=C[C@@H](NC(=O)C2CCOCC2)[C@H](CO)O1)NCc1ccccc1Cl	0.9	0.7
COc1cc(OC)cc(-c2c(Sc3ccccc3)c3cc(-c4cnc(OC)nc4)ccc3n2C)c1	4.5	2.9
CCOC(=O)[C@]12CCC=C1N(CCC1=CCCCC1)C(=O)[C@H](CC(=O)NCc1ccc(C)o1)C2	3.4	-11.4
CCOC(=O)C1CCCN(Cc2cc(=O)oc3cc(C)ccc23)C1 (centres undefined)	3.4	7.9
